Pin1 inh: inhibitors of human Pin1 | 0.009% of 390,000 active | Pin1 FP peptide displacement, HiFluor488, 10 min | Potency, µM (highest dose often 115 µM), for inactives: at the top dose activity, negative = inhibition, actives largely listed as inhibitors; active = well fitted inhibition curve with a large enough effect in the polarisation, with a control signal flat, not every such curve was filed as active; inconclusive = small, poorly fitted or top-dose-only effect, or effect the other way, or a change in a side signal; inactive = no such curve, though single readings can be large or run the other way; the % refers to the polarisation; note: potency is the fitted concentration of half-maximal effect; % is set by controls: 0 for no effect and ±100 for the full control effect
Target sequence (Q13526 whole entry, looked up): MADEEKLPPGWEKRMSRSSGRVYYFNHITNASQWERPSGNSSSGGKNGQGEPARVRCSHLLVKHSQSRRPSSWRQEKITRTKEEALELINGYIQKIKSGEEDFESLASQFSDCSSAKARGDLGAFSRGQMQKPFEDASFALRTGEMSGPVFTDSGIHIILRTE
TRHR ag: agonists of human TRH receptor | P34981 | TRHR cells, calcium flux fluo-8, FDSS agonist mode | activation, % at 2 µM | 0.18% of 360,000 active | AID 493084; in the data active = activation above about 30%; note: 0% is about no effect
Target sequence (P34981 whole entry, looked up): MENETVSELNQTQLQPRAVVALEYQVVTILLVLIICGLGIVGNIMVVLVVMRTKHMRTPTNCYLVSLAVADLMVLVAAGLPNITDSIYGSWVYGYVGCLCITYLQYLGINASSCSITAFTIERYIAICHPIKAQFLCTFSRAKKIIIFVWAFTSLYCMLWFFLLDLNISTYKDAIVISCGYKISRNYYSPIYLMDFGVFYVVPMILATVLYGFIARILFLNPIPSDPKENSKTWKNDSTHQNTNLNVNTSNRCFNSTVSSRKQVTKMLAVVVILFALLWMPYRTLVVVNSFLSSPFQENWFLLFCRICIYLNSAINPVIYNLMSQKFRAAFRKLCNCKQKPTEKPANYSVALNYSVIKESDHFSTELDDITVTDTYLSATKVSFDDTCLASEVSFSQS
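Read-out: compound-evoked intracellular calcium rise in TRHR cells, fluo-8 dye, kinetic FDSS fluorescence at 1 s/cycle following a 10-cycle baseline. Cells cultured overnight before dye loading (30 min–1.5 h, RT).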
TRHR enhancer: TRH receptor (human) allosteric enhancement. enhancement, % at 2 µM. TRHR cells, fluo-8 calcium fluorescence, EC20 TRH enhancement. 0.66% of 360,000 active. AID 493056. P34981; in the data active = enhancement above about 30%; note: 0% is about no effect
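TRHR-expressing cells loaded with fluo-8 calcium dye were read kinetically (ex 480/em 530) during compound addition, then stimulated with an EC20 of TRH (10 nM final). Enhancement of the Gq-mediated intracellular calcium response was scored.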
D2 agonist: D2 dopamine receptor (human) agonism; activation, % at 2 µM; P14416; HEK293 T-REx D2 cells, calcium flux agonist mode; 0.53% of 340,000 active;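 active = activation over 3 SD above normal in the single-dose calcium agonist read, cut at about 30% in these data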; note: 0% is about no effect
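Agonism is scored from calcium flux in a force-coupled, inducible HEK293 cell line expressing D2, read kinetically for 180 s after compound addition against dopamine controls.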
D2 antag: antagonists of human D2 dopamine receptor; 2% of 340,000 active; inhibition, % at 10 µM; P14416; HEK293 TREx D2 cells, calcium flux, dopamine EC80; in the data active = inhibition above about 30%; note: 0% is about no effect
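Calcium mobilization kinetics were recorded at 1 s intervals in tetracycline-induced HEK293 T-REx D2 cells, first for 180 s after compound addition and then 180 s after EC80 dopamine.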
mIDH1 inhibitor: human IDH1 R132H inhibition | O75874 | IDH1-R132H enzyme, NADPH consumption, diaphorase/resazurin fluorescence | Potency, µM (titrated, usually from 76.6 µM), without a hit: at the top dose activity change, negative = inhibition, most hits filed as inhibitors | 0.093% of 390,000 active; note: potency is the fitted concentration of half-maximal effect; % is set by controls: 0 for no effect and ±100 for the full control effect; nearly all actives have a fitted effect of over 65% in size
Target sequence (O75874 whole entry R132H, stated change not applied): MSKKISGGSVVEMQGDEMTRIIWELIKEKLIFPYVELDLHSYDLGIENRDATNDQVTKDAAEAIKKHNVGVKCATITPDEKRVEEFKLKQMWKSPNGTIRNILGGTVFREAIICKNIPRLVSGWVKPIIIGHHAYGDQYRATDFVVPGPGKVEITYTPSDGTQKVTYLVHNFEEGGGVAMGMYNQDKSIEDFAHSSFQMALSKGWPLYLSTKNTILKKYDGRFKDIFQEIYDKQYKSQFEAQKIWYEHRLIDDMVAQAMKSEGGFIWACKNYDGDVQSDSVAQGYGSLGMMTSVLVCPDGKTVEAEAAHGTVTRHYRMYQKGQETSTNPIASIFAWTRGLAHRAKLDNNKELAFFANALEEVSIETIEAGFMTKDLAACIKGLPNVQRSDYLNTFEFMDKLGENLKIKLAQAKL
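IDH1-R132H (0.5 ug/mL dispensed) in pH 7.5 Tris buffer was preincubated 30 min with compound, then given a substrate mix of 0.016 mM NADPH and 2 mM alpha-KG for 80 min at room temperature; remaining NADPH was read by diaphorase/resazurin fluorescence.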
USP1 inh: inhibitors of human USP1/UAF1 deubiquitinase; recombinant USP1/UAF1, Ub-Rhodamine cleavage fluorescence; O94782; Potency, µM (highest dose often 57.1 µM), without a hit: at the highest dose activity change, negative = inhibition, most hits filed as inhibitors; 0.23% of 390,000 active; note: potency is the fitted concentration of half-maximal effect; % is set by controls: 0 for no effect and ±100 for the full control effect; nearly all actives have a fitted effect of over 60% in size; inactives centre near -12
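1 nM enzyme complex + cpd, 15 min RT; start with Ub-Rho 150nM final; kinetic fluorescence ex 480/em 540, 6 reads q60 s. Buffer 50mM HEPES pH 7.8, 0.5mM EDTA, 0.1 mg/ml BSA, 1mM TCEP, 0.01% Tween-20.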
rTrxR1 inhibitor: rat TrxR1 inhibition. O89049. recombinant rTrxR1, NADPH fluorescence consumption, selenite substrate. Potency, µM (highest dose often 114 µM), without a hit: top-dose activity change, negative = inhibition, most hits filed as inhibitors. 1% of 390,000 active. AID 588453; note: potency is the fitted concentration of half-maximal effect; % is set by controls: 0 for no effect and ±100 for the full control effect; nearly all actives have a fitted effect of over 65% in size
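Rat TrxR1 (90 nM in the dispensed reagent) was pre-reduced with 400 uM NADPH for 5 min at room temperature, then incubated with compound for 15 min. After 400 uM selenite was added, NADPH fluorescence (Ex 340/Em 450 nm) was followed for 8 min.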
TrxR1 substrate: is turned over as a substrate by rat TrxR1. O89049. purified TrxR1 substrate turnover, NADPH consumption readout. Potency, µM (series often up to 114 µM), without a hit: at the top dose activity change, negative = substrate turnover. 0.01% of 390,000 active; note: potency is the fitted concentration of half-maximal effect; % is set by controls: 0 for no effect and ±100 for the full control effect; nearly all actives have a fitted effect of over 50% in size
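Rat TrxR1, dispensed at 90 nM, was prereduced with 400 uM NADPH (final) for 5 min at ~22 deg C, then incubated with compound 15 min before 400 uM selenite. A first-read NADPH fluorescence drop versus no-compound background flagged substrates.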
* = called active by the depositor; u = inconclusive; x = no result given; & = joins results of further samples; [ ] = dose if it differs, or a comment. Unless noted, calls come from the whole dose curve; as a rule, active = well fitted inhibition curve with a large enough effect; inconclusive = small, poorly fitted or top-dose-only effect; inactive = no such curve, though single readings can be large or run the other way. This is a subset. The share of hits here may be higher or lower than overall.

SMILES	Pin1 inh	TRHR ag	TRHR enhancer	D2 agonist	D2 antag	mIDH1 inhibitor	USP1 inh	rTrxR1 inhibitor	TrxR1 substrate
CCCNC(=O)OC[C@H]1O[C@H](CCO/N=C(\C)CCN2CCc3nc(-c4ccccc4)c(-c4ccccc4)cc3C2)C=C[C@@H]1Oc1ccc(OC)cc1	x	0.5	-2	0.7	-6	x	x	x	x
O=C(NCCS(=O)(=O)N1CCN(c2ccc(F)cc2)CC1)c1ccc2c(c1)OCO2	1%	0.1	-2	-0.5	1	7%	-12%	5%	2%
CNC(=O)n1ccc(C(=O)N2CCCCC2)n1	-15%	0.3	6	0.7	-10	2%	-1%	0%	-8%
Cc1cccc(C)c1NC(=O)CN1CCNCC1	3%	0.2	10	0.6	0	1%	-19%	-8%[57.1 µM]	5%[57.1 µM]
C[C@H](N)C(=O)N1CCC(C(=O)N[C@@H](Cc2ccccc2)C(=O)Nc2ccc(F)cc2)CC1	-5%	-0.3	-7	-0.8	-10	-15%	-19%	9%	2%
O=C1NC(=Nc2ccccc2)S/C1=C\c1cccn1-c1ccccc1	11%	-1.1	7	0.7	-7	-8%	0%	-5%	-3%
COCCCNC(=O)Cn1cc(/C=C(\C#N)C(=O)N2CCN(c3ccccc3)CC2)c2ccccc21	-2%	-0.1	3	x	x	-7%	-15%	-9%	-5%
Cn1c(=O)cc(OCCCC(=O)Nc2ccc3c(c2)OCCO3)c2ccccc21	-5%	-0.5	20	-1.8	3	11%	-12%	15%	8%
O=C(O)CCc1nnc(SCC(=O)Nc2ccc(Cl)c(C(F)(F)F)c2)[nH]c1=O	-7%	0.0	-3	-2.5	-13	-11%	-3%	-3%[57.1 µM]	-2%[57.1 µM]
Cc1cc(=O)oc2cc3c(cc12)OCCN3	-6%	0.1	1	-0.3	-20	12%	-13%	u	x
CCN(CC)S(=O)(=O)c1ccc(OC)nc1	7%	0.1	-3	0.2	6	9%	3%	106%[activator]	139%[activator]
O=C(O)c1cc(S(=O)(=O)NCCCN2CCCC2=O)ccc1Cl	-3%	x	x	x	x	1%	-12%	-7%	-6%

Reformatted with values under each structure: entries from further up
The line under a structure holds: Pin1 inh | TRHR ag | TRHR enhancer | D2 agonist | D2 antag | mIDH1 inhibitor | USP1 inh | rTrxR1 inhibitor | TrxR1 substrate
COCCCNC(=O)Cn1cc(/C=C(\C#N)C(=O)N2CCN(c3ccccc3)CC2)c2ccccc21
    -2% | -0.1 | 3 | x | x | -7% | -15% | -9% | -5%
Cn1c(=O)cc(OCCCC(=O)Nc2ccc3c(c2)OCCO3)c2ccccc21
    -5% | -0.5 | 20 | -1.8 | 3 | 11% | -12% | 15% | 8%
O=C(O)CCc1nnc(SCC(=O)Nc2ccc(Cl)c(C(F)(F)F)c2)[nH]c1=O
    -7% | 0.0 | -3 | -2.5 | -13 | -11% | -3% | -3%[57.1 µM] | -2%[57.1 µM]
Cc1cc(=O)oc2cc3c(cc12)OCCN3
    -6% | 0.1 | 1 | -0.3 | -20 | 12% | -13% | u | x
CCN(CC)S(=O)(=O)c1ccc(OC)nc1
    7% | 0.1 | -3 | 0.2 | 6 | 9% | 3% | 106%[activator] | 139%[activator]
O=C(O)c1cc(S(=O)(=O)NCCCN2CCCC2=O)ccc1Cl
    -3% | x | x | x | x | 1% | -12% | -7% | -6%

Later entries
SMILES	Pin1 inh	TRHR ag	TRHR enhancer	D2 agonist	D2 antag	mIDH1 inhibitor	USP1 inh	rTrxR1 inhibitor	TrxR1 substrate
CCOc1ccc(CCNC(=O)CS(=O)Cc2nc(-c3ccc(OC)cc3)oc2C)cc1OCC (stereo not drawn)	-5%	0.2	-9	-0.3	-7	2%	-13%	-5%	-5%
CCOC(=O)N1CCN(C(=O)COC(=O)c2cc(C)ccc2C)CC1	-10%	x	x	x	x	4%	-3%	-6%[2.29 µM]	-6%[2.29 µM]
Fc1ccc(CN2CCN(c3ncnc4scc(-c5ccccc5)c34)CC2)cc1	20%	-0.2	1	-0.8	2	11%	-24%	17%	0%
COc1cc(C(=O)ONC(=O)c2ccc(OC(F)F)cc2)cc(OC)c1OC	0%	-0.1	7	-2.0	-2	0%	-5%	5%	2%
COC(=O)C1=C(C)N(Cc2ccccc2)C(=NCc2ccc(OC)cc2)N[C@H]1c1ccccc1	38%[activator]	3.6	8	x	x	8%	-19%	14%	2%
Cc1nc(SC2CC(=O)N(c3ccccc3)C2=O)nc2c1CCCC2 (stereo not drawn)	-5%	-0.8	-2	0.5	-11	7%	-7%	23%	10%
CN(c1ccccc1)S(=O)(=O)c1nnc(NC(=O)COc2ccccc2F)s1	22%	0.1	0	-0.3	-13	-4%	-20%	16%	0%
Cc1c(C(=O)Nc2ccccc2)sc2nc(-c3cc4cc(Cl)ccc4oc3=O)[nH]c(=O)c12	2%	-0.1	16	0.4	x	0%	-5%	-27%	-14%
CCN1CN(Cc2ccccc2)CNC1=S	0%	0.5	-4	0.8	7	4%	-19%	-2%	4%
CC(C)Nc1nc(NC(C)C)nc(N(C)C(N)=O)n1	0%	-0.7	-1	x	x	2%	-12%	-3%	-6%
S=C(NCCc1ccccc1)Nc1ccc(Cl)cc1	-4%	-0.6	0	0.2	25	2%	-20%	-9%	-6%
O=C(C1COc2ccccc2O1)N1CCN(c2nc3ccccc3s2)CC1 (stereo not drawn)	5%	-0.4	3	0.2	-5	1%	-13%	9%	6%

Reprinted from the entries so far, 2 compounds:
SMILES	Pin1 inh	TRHR ag	TRHR enhancer	D2 agonist	D2 antag	mIDH1 inhibitor	USP1 inh	rTrxR1 inhibitor	TrxR1 substrate
CCOc1ccc(CCNC(=O)CS(=O)Cc2nc(-c3ccc(OC)cc3)oc2C)cc1OCC (stereo not drawn)	-5%	0.2	-9	-0.3	-7	2%	-13%	-5%	-5%
CCOC(=O)N1CCN(C(=O)COC(=O)c2cc(C)ccc2C)CC1	-10%	x	x	x	x	4%	-3%	-6%[2.29 µM]	-6%[2.29 µM]

The results go on.
SMILES	Pin1 inh	TRHR ag	TRHR enhancer	D2 agonist	D2 antag	mIDH1 inhibitor	USP1 inh	rTrxR1 inhibitor	TrxR1 substrate
COc1ccccc1Nc1nc(-c2ccccc2)nc2ccccc12	7%	0.2	-10	-0.1	-9	3%	-20%	121%[activator]	43%[activator]
CCCc1cc(C(=O)N/N=C/c2ccc(CC)s2)c2ccccc2n1	15%	0.2	-6	-0.4	-11	4%	-22%	-5%[57.1 µM]	9%[57.1 µM]
Cc1ccc(CN2CCNC(=O)C2CC(=O)N2CCN(c3ncccn3)CC2)o1 (stereo not drawn)	1%	0.1	-6	1.5	-3	9%	-7%	24%[57.1 µM]	9%[57.1 µM]
CS(=O)(=O)N(CC(=O)N1CCCCCC1)c1ccc(Br)cc1	-6%	-1.6	-9	-1.9	6	3%	-15%	17%	5%
COc1cc2c(cc1OC)/C(=C/C(=O)c1ccc(C)cc1)NCC2	42%[activator]	-0.4	-1	-0.2	-1	-19%	-16%	4%	-5%
O=C(c1ccco1)N1CCN(S(=O)(=O)c2cccs2)CC1	1%	0.0	1	0.8	-32	5%	u	3%	10%
Cc1cccc(OC(C)C(=O)Nc2ccc3c(c2)OCCO3)c1 (stereo not drawn)	21%	x	x	x	x	-2%	-21%	-13%	5%
CC1=CC(C)(C)C(C(=O)O)C(C(=O)O)C1 (stereo not drawn)	0%	0.2	2	-0.5	4	0%	-5%	-13%	-9%
COc1ccc(CCNC(=O)CNC(=O)Cn2ccc3ccccc3c2=O)cc1OC	6%	0.2	8	0.1	0	0%	-16%	11%	3%
O=C(N1CCCCC1)N1CCN(c2ccc(Cl)cc2)CC1	1%	-0.5	1	-0.3	16	0%	-6%	-14%	-10%
COc1ccc(OCCN2CCCC2)cc1Nc1nnc(Cl)c(Nc2ccccc2S(C)(=O)=O)n1	10%	x	x	x	x	-4%	-3%	12%[57.1 µM]	4%[57.1 µM]
O=C1NC(=O)C2(CCC(C(=O)O)C2)N1 (stereo not drawn)	-1%	0.1	2	x	x	2%	-23%	-1%	-3%
COc1ccc(-c2noc(N3CCC(C(=O)NCCCN4CCC(C)CC4)CC3)n2)cc1	-2%	0.8	-3	0.0	0	10%	-22%	8%[57.1 µM]	6%[57.1 µM]
Cc1ccc(NC(=O)Cn2cc(C(=O)c3ccco3)c3ccccc32)c(C)c1	25%	1.2	-15	0.3	x	-17%	-27%	-3%[57.1 µM]	-10%[57.1 µM]
COc1ccc(-c2cc(C(=O)N(C)Cc3ccccc3)c3ccccc3n2)cc1	3%	0.9	-6	1.6	4	2%	-16%	116%	37%[activator][57.1 µM]
O=C(Nc1ccc(N2CCOCC2)cc1)c1ccc2ncsc2c1	15%	x	x	x	x	3%	-15%	16%	2%
CC1CCCC(NC(=O)CCNC(=O)c2ccccc2Cl)C1C (stereo not drawn)	1%	-0.4	5	-1.2	16	0%	-20%	11%	0%
COc1cc(-c2noc(C)c2/C=C/c2ccc(N)cc2)cc(OC)c1OC	5%	-0.5	4	-0.3	-2	15%	-22%	8%&5%	-6%[57.1 µM]
C#CCNC(=O)C1=C[C@H](c2ccc(C(F)(F)F)cc2)C[C@H](OCc2ccc(CO)cc2)O1	6%	0.9	-1	0.6	2	-10%	-20%	-7%[57.1 µM]	-6%
CCN(Cc1ccncc1)Cc1nc(-c2ccc(C(=O)OC)cc2)no1	5%	0.3	29	-0.1	14	-9%	-9%	u	-20%
N/C(=N\OC(=O)c1csnn1)c1ccc(C(F)(F)F)cc1	5%	-0.2	-6	0.8	-23	-2%	-24%	18%[57.1 µM]	7%
COc1ccc(CCNC(=O)c2cc(-c3cc(Cl)ccc3O)n[nH]2)cc1OC	-3%	0.6	-1	-0.6	4	-2%	-22%	18%	3%
Cc1c(C(=O)Nc2ccc(F)c(C(F)(F)F)c2)sc2nc(-c3ccccc3)cn12	13%	1.0	6	2.8	x	-2%	u	12%[57.1 µM]	3%[57.1 µM]
O=C(O)C1=C(C(=O)Nc2ccc(F)c(Cl)c2)CCCC1	-5%	0.0	-2	x	x	6%	-10%	-6%	-10%

Source: PubChem (National Center for Advancing Translational Sciences (NCATS))
